Tau fluor cs: counter-screen for tau fibril formation inhibitors. tau K18 P301L (four-repeat tau fragment) Alexa594 fluorescence, heparin fibrillization. Potency, µM (series often up to 57.7 µM), for inactives: at the top dose activity change, negative = decrease. 0.93% of 280,000 active; note: potency is the fitted concentration of half-maximal effect; % is set by controls: 0 for no effect and ±100 for the full control effect; nearly all actives have a fitted effect of over 55% in size
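Human K18 P301L tau (15 uM unlabeled plus 0.24 uM Alexa 594-labeled, final) in 100 mM sodium acetate pH 7 was mixed with compound and 20 uM heparin and incubated 6 hr at 37 C.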
TR SRC2 fluor cs: Texas Red fluorescence interference in TRb-SRC2 counter-screen. TRb/SRC2 Texas Red total fluorescence interference. Potency, µM (doses to about 106 µM), for the others: at the highest dose fluorescence change, negative = quenching. 0.29% of 280,000 active. AID 1479; active = well fitted curve in either direction with a large enough effect; inconclusive = small, poorly fitted or top-dose-only effect; note: potency is the fitted concentration of half-maximal effect; % is set by controls: 0 for no effect and ±100 for the full control effect
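Human TRβ ligand-binding domain (0.6 uM) and Texas Red SRC2 peptide (20 nM) in Tris buffer with 1 uM T3 and 5% DMSO were incubated with pinned compound for 5 hr at ambient temperature. Total fluorescence was computed as S + 2P (555/632 nm).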
CBFb-RUNX1 inh: blocks binding between human CBF-beta and RUNX1. AID 1477. AlphaScreen CBFb-His/RUNX1-biotin binding, biochemical. 230,000 tested, under 10 active. Q01196+Q13951. Potency, µM (doses to about 59.8 µM), for the others: top-dose activity, negative = inhibition, hits mostly inhibitors; note: % of control where 0% means no effect
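Read-out: AlphaScreen. Format: His-CBF-beta with biotinylated RUNX1 (30 nM each) preincubated 20 min, compound 15 min, Ni-chelate plus streptavidin beads 90 min; room temperature throughout.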
TRb SRC2 PPI: inhibitors of human thyroid hormone receptor beta-SRC2 interaction | AID 1469 | Potency, µM (highest dose often 106 µM), inactives show at the top dose activity change, negative = inhibition, usual class: inhibitors | 0.065% of 280,000 active | TRbeta-SRC2 peptide binding, fluorescence polarization; receptor liganded with 1 µM T3;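 note: potency is the fitted concentration of half-maximal effect; plate controls were bound peptide for no effect and peptide without receptor for full effect; nearly all actives have a fitted effect of over 50% in size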
Target sequence (P10828 whole entry, looked up): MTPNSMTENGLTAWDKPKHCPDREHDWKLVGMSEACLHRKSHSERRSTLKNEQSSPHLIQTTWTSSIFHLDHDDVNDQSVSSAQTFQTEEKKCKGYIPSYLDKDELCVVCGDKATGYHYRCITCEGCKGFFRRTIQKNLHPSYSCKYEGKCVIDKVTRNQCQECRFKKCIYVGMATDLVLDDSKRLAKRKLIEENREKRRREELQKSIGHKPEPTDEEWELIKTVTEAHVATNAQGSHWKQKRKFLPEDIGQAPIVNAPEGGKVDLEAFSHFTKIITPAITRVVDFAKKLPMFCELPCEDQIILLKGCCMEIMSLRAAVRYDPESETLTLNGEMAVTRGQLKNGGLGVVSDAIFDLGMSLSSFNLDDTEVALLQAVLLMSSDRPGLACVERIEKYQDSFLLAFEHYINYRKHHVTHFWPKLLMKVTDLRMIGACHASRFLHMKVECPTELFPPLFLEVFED
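A fluorescence polarization screen tested compounds at multiple concentrations against complex formation between 0.6 uM TRb ligand-binding domain and 20 nM Texas Red SRC2 peptide, with 1 uM T3 present; readout after 5 hr.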
NPSR antagonist: neuropeptide S receptor (human) antagonism, cAMP | CHO-NPSR cells, cAMP TR-FRET, antagonist mode | 1% of 220,000 active | Potency, µM (doses to about 38.3 µM), for inactives: at the top dose activity change, negative = inhibition, usual class: inhibitors | AID 1461 | Q6W5P4; note: potency is the fitted concentration of half-maximal effect; % is set by controls: 0 for no effect and ±100 for the full control effect; nearly all actives have a fitted effect of over 50% in size; many of its hits are not listed in these tables
Target sequence (Q6W5P4 whole entry, looked up): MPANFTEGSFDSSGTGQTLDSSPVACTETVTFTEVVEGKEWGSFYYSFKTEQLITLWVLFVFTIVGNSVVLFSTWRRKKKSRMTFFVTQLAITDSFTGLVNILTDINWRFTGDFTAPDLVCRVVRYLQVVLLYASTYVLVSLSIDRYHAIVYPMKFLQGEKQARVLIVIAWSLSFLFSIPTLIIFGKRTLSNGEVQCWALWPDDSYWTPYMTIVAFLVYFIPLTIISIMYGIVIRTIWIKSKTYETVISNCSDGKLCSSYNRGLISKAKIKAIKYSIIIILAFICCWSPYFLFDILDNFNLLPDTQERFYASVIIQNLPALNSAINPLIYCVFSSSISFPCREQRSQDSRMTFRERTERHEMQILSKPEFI
Epigenetic derep: regulators of epigenetic silencing causing reporter derepression in mouse cells; murine LDR cells, GFP reporter derepression, 30 h; Potency, µM (top dose mostly 53.9 µM), inactives show at the highest dose GFP activation, actives largely listed as activators; 0.2% of 280,000 active; AID 1865; note: potency is the fitted concentration of half-maximal effect; % of control where 0% means no effect; nearly all actives have a fitted effect of over 60% in size
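Murine LDR cells carrying a silenced, genomically integrated CMV-driven GFP reporter were exposed to compound for 30 hours at 37 C. After PBS washes, GFP-positive cells (20–120 um objects) were counted by laser-scanning microplate cytometry.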
Tau fibril FP: tau fibrillization inhibition (FP). AID 1468. P10636. 0.39% of 280,000 active. K18 P301L tau heparin fibrillization, Alexa594 FP, 6 h. Potency, µM (top dose mostly 57.7 µM), without a hit: top-dose activity, negative = inhibition, usual class: inhibitors; note: potency is the fitted concentration of half-maximal effect; % is set by controls: 0 for no effect and ±100 for the full control effect; nearly all actives have a fitted effect of over 55% in size
Target sequence (P10636 561-689 P618L limits assumed): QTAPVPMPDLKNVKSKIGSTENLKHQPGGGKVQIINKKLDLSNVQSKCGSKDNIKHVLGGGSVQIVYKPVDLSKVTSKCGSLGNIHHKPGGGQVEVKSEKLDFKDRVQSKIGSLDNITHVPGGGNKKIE
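Human K18 P301L fragment (15 uM unlabeled plus 0.24 uM Alexa 594-labeled) in 100 mM sodium acetate pH 7 with compound, aggregation induced by 20 uM heparin for 6 hr at 37 C. ThT (30 uM) added for 1 hr, then Alexa 594 FP read.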
GLA spleen mod: inhibitors or activators of human alpha-galactosidase in spleen homogenate; P06280; human spleen homogenate, 4MU-alpha-Gal fluorescence, 40 min; Potency, µM (titrated, usually from 80 µM), inactives show at the top dose activity change, negative = inhibition, actives largely listed as inhibitors; 0.008% of 240,000 active; AID 2107;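 note: potency is the fitted concentration of half-maximal effect; 0% = enzyme with vehicle and -100% = no enzyme basal signal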
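Inhibition or activation of alpha-galactosidase in human spleen homogenate is scored by 4-MU fluorescence after 40 min at 37C, pH 5.0, with 1 mM substrate. AC50s come from concentration-response fitted to the Hill equation.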
* marks the source's active call; other numbers are inactive results; ? = inconclusive; . = no result given; [ ] = dose if it differs, or a comment. Unless noted, calls come from the whole dose curve; as a rule, active = well fitted curve in the direction sought with a large enough effect; inconclusive = small, poorly fitted or top-dose-only effect, or another doubt; inactive = no such curve, though single readings can be large; an effect the other way counts as inactive or inconclusive. Not all compounds are listed; count on the stated rates, not on these rows.

no.	smiles	CBFb-RUNX1 inh	NPSR antagonist	TR SRC2 fluor cs	GLA spleen mod	Tau fluor cs	Epigenetic derep	TRb SRC2 PPI	Tau fibril FP
1	CC1=C(C(=O)Nc2ccc(C)cc2C)C(c2ccc(O)cc2)n2nc(SCC(=O)c3ccc(C)cc3)nc2N1 (stereo not given)	.	.	-15.4%	.	12.6%	0.2%	2.4%	?
2	CC(C)NC(=O)c1cc(C(=O)c2cc(Cl)ccc2O)coc1=N	4.9%	-22.5%[46.1 µM]	-1.1%	-6.0%	-14.6%	-1.8%	13.9%	0.0%
3	C=CCNC(=O)c1ccccc1Cl	-4.8%	-10.3%[46.1 µM]	-0.1%	2.7%	-2.2%	-4.3%	-10.9%	-1.0%
4	COc1ccc(OCC(=O)Nc2ccccc2-c2ccccc2)cc1	4.8%	3.1%	-1.4%	-6.0%	-1.9%[2.34 µM]	-0.1%	2.3%	-4.5%[2.34 µM]
5	CC(C)(C)c1cc(Cl)c(O)c(NC(=S)NC(=O)c2cccnc2)c1	1.8%	?	-5.1%	-11.0%	-28.9%	0.1%	-5.7%	-5.0%
6	O=C(O)C1CC=CCC1C(=O)N1CCN(c2nc(-c3ccccc3Cl)c3cc(Br)ccc3n2)CC1 (stereo not given)	25.9%	12.6µM*	-3.1%	-7.5%	-9.1%	-1.0%	-0.5%	-13.4%
7	CCCCCC(=O)N/N=C/c1ccc(N(C)C)cc1	-2.3%	-7.3%	-3.0%	4.5%	-18.7%	1.1%	5.3%	7.4%
8	COCCOC(=O)C1=C(C)Nc2cc(=O)[nH]c(=O)n2C1c1cccc([N+](=O)[O-])c1 (stereo not given)	-9.0%	-3.6%	2.9%	-13.1%	-20.9%	-0.9%	-0.2%	6.1%
9	CCOC(=O)c1ccc(N2CCOCC2)c(NC(=O)COCC(=O)O)c1	1.2%	-11.0%	-9.2%	1.8%	4.6%	1.1%	3.9%	3.9%
10	CCN(CC)S(=O)(=O)c1cccc(NC(=O)c2ccc(C#N)cc2)c1	-8.7%	0.7%	1.6%	0.1%	-13.3%	4.4%	3.0%	1.8%
11	CCc1ccccc1NC(=O)CSc1nnc(CCNC(=O)OC(C)(C)C)o1	-0.2%	5.9%	-2.7%	-1.5%	-4.8%	2.1%	0.9%	0.8%
12	Cc1ccc(S(=O)(=O)c2nc(-c3cccc(Br)c3)oc2N2CCCCCC2)cc1	.	.	-18.8%	.	-8.3%	-1.0%	0.0%	-3.6%

Five entries out of the list, ordered by length of the SMILES, rising:
no.	smiles	CBFb-RUNX1 inh	NPSR antagonist	TR SRC2 fluor cs	GLA spleen mod	Tau fluor cs	Epigenetic derep	TRb SRC2 PPI	Tau fibril FP
4	COc1ccc(OCC(=O)Nc2ccccc2-c2ccccc2)cc1	4.8%	3.1%	-1.4%	-6.0%	-1.9%[2.34 µM]	-0.1%	2.3%	-4.5%[2.34 µM]
2	CC(C)NC(=O)c1cc(C(=O)c2cc(Cl)ccc2O)coc1=N	4.9%	-22.5%[46.1 µM]	-1.1%	-6.0%	-14.6%	-1.8%	13.9%	0.0%
11	CCc1ccccc1NC(=O)CSc1nnc(CCNC(=O)OC(C)(C)C)o1	-0.2%	5.9%	-2.7%	-1.5%	-4.8%	2.1%	0.9%	0.8%
5	CC(C)(C)c1cc(Cl)c(O)c(NC(=S)NC(=O)c2cccnc2)c1	1.8%	?	-5.1%	-11.0%	-28.9%	0.1%	-5.7%	-5.0%
6	O=C(O)C1CC=CCC1C(=O)N1CCN(c2nc(-c3ccccc3Cl)c3cc(Br)ccc3n2)CC1 (stereo not given)	25.9%	12.6µM*	-3.1%	-7.5%	-9.1%	-1.0%	-0.5%	-13.4%

Other compounds follow:
no.	smiles	CBFb-RUNX1 inh	NPSR antagonist	TR SRC2 fluor cs	GLA spleen mod	Tau fluor cs	Epigenetic derep	TRb SRC2 PPI	Tau fibril FP
13	Cc1c(C(=O)Nc2ccc(Br)cc2F)sc2ncnc(N(C)C3CCCCC3)c12	.	.	0.7%	.	?	-1.3%	-1.2%	-1.6%
14	Cn1c(C(=O)N2CCN(c3ncccn3)CC2)cc2c(=O)n(C)c3ccccc3c21	-4.3%	-13.8%[46.1 µM]	1.6%	2.7%	-3.2%	-5.6%	-4.7%	-0.5%
15	N#C/C(=C\c1ccc([N+](=O)[O-])o1)C(=O)Nc1ccc(F)cc1	?	-47.4%	?	11.9%	?	?	-15.4%	?
16	CCOC(=O)c1sc2ncn(CC(=O)Nc3cc(C)cc(C)c3)c(=O)c2c1C	.	.	-2.0%	.	-21.5%	0.3%	-0.4%	?
17	COc1cc(OC)cc(C(=O)NCCN2CCOCC2)c1	3.1%	10.3%[46.1 µM]	-1.2%	4.6%	-8.7%	-3.8%	0.4%	-1.3%
18	CCc1ccc(NC(=O)C(C)OC(=O)c2cc(=O)[nH]c3ccc(S(=O)(=O)Nc4ccc(F)cc4)cc23)cc1 (stereo not given)	-3.3%	-31.7%	2.6%	0.2%	-2.1%	1.3%	7.9%	0.7%
19	NC(=NC(=O)c1cccc(C(F)(F)F)c1)c1ccc(C(F)(F)F)cn1	8.1%	16.0%	-0.1%	3.8%	-23.5%	-3.9%	-1.0%	-10.4%
20	CSc1ccc(CCNC(=O)Cn2ncc3c([nH]c4ccccc43)c2=O)cc1	.	.	-18.0%	.	1.3%	-0.4%	7.1%	?
21	CN(C)CCNC(=O)c1ccc(CS(=O)(=O)c2c(Cl)cccc2Cl)o1	-0.1%	4.6%[46.1 µM]	-0.9%	-2.8%	-2.2%	1.7%	-5.3%	0.6%
22	Cc1cccn2c(=O)c(C=Nc3c(C)n(C)n(-c4ccccc4)c3=O)c(N3CCCC3)nc12	-1.2%	-15.4%[46.1 µM]	-0.4%	-4.1%	4.9%	-4.1%	-16.7%	-6.3%
23	COCCCNC(=O)c1ccc(Cn2c(=O)c3ccccc3n(CC(=O)NCc3ccco3)c2=O)cc1	-0.8%	-15.2%	0.5%	3.0%	-8.4%	-7.9%	4.0%	-6.2%
24	CC(C)(C)c1ccccc1NC(=O)c1c(O)c2cccc3c2n(c1=O)CC3	8.6%	-29.7%	-2.2%	2.4%	-11.6%	1.1%	-6.6%	-5.1%
25	COc1cc(C(=O)NCCC(=O)NC(C)C)cc(OC)c1OC	10.5%	17.9%	-5.7%	14.6%	-2.9%	-0.4%	-1.4%	?
26	CCCSC(=S)c1c(C)[nH]n(-c2ccccc2)c1=O	-22.4%	?	-9.5%	-3.6%	?	-1.3%	3.7%	-13.0%
27	Cc1ccc(C(=O)N2CCCC(C(=O)c3ccc(Oc4ccccc4)cc3)C2)cn1 (stereo not given)	5.4%	15.2%	-0.8%	8.1%	-1.3%	-0.6%	6.6%	4.4%
28	Cc1c(C)n(Cc2ccccc2)c2ccc(C(=O)NCc3ccc(OC(C)C)cc3)cc12	.	.	-0.4%	.	-14.4%	3.0%	4.2%	6.5%
29	O=C(Nc1c(C(=O)Nc2cccc3ccccc23)cnn1-c1ccccc1)c1ccco1	-15.1%	-33.2%[46.1 µM]	-4.6%	-3.9%	-3.6%	1.0%	-6.5%	8.6%
30	Cc1cc(NC(=O)c2ccc(Br)cc2)nc(C)n1	-2.4%	6.9%	-1.1%	-0.3%	-10.2%	-13.3%	2.5%	1.0%
31	O=C(N/N=C/c1ccccc1C(=O)O)c1ccccc1Br	9.1%	21.2%	0.2%	1.7%	0.4%	-2.1%	-4.5%	-2.6%
32	COC(=O)c1ccccc1NC(=S)N1CCN(c2ccccn2)CC1	1.8%	-5.8%	-1.0%	-3.7%	-5.5%	3.2%	4.2%	1.4%
33	COc1ccc(CN(C(=S)Nc2ccccc2)C2CC(=O)N(c3ccc(Cl)cc3)C2=O)cc1 (stereo not given)	0.1%	?	-0.3%	0.6%	?	-3.6%	8.5%	?
34	CCOCC(=O)N(CC)Cc1ccccc1	2.8%	-13.3%	-0.8%	5.7%	16.7%	-1.2%	-9.3%	7.5%
35	Cc1ccc(Cl)cc1N(CC(=O)NCc1ccc2c(c1)OCO2)S(C)(=O)=O	19.2%	7.0%	-0.2%	-0.4%	-17.6%	0.0%	-0.5%	-11.7%
36	O=C(NCc1cccc(CNC(=O)C(=O)NCc2ccco2)c1)C(=O)NCc1ccco1	-26.1%	12.5%	-0.3%	7.1%	3.7%	-1.2%	9.1%	-11.2%
37	O=C(O)CSCNC(=O)C12CC3CC(CC(C3)C1)C2	7.7%	-1.3%[46.1 µM]	1.8%	-0.1%	-4.4%	2.1%	-2.2%	-1.5%
38	CC(C)OC(=O)c1cc2c(ccn2C)n1CC(=O)N1CCC(Cc2ccccc2)CC1	-24.1%	?	-1.2%	0.9%	-17.4%	-0.8%	-5.1%	2.6%
39	CCOC(=O)COc1cc(-n2c(=S)[nH]c3ccccc3c2=O)c(Cl)cc1Cl	-3.1%	-32.1%	-3.3%	3.8%	-4.9%	-0.3%	2.0%	-10.1%
40	COc1cc(/C=C/C(=O)NCCN2CCOCC2)cc(OC)c1OC	8.5%	6.2%	-2.4%	8.7%	14.6%	1.0%	9.2%	1.3%
41	Nc1nc(SCC(=O)NC2CCCCCC2)[nH]c(=O)c1-c1ccccc1	2.1%	-4.4%[46.1 µM]	0.4%	0.2%	-1.8%	0.0%	-3.8%	5.7%
42	CCN(CCCNC(=O)c1cc2cc3cc(OC)ccc3nc2s1)c1ccccc1	.	.	-3.1%	.	4.47µM*[quencher]	-5.2%	-4.1%	13.8%
43	CCOC(=O)c1ccccc1NC(=O)c1cn(-c2ccc(OC)cc2)c(=O)c2ccccc12	-7.6%	-29.2%	-1.5%	1.9%	-14.1%	-1.8%	-1.8%	-10.4%
44	Cn1cc(CN2CCCC(CO)C2)c(-c2ccc(Oc3ccccc3)cc2)n1 (stereo not given)	2.3%	-17.4%	0.3%[53 µM]	5.6%	7.3%	1.7%	-0.9%[53 µM]	5.3%
